Screening results: PubChem, National Center for Advancing Translational Sciences (NCATS)
DRD3 agonist – agonists of human D3 dopamine receptor; 410,000 compounds, 0.58% hits; D3R DiscoveRx beta-arrestin cells, luminescence, 90 min; AID 652048; P35462; max activation, %; in the data active means max activation above about 30%; further: 0% is about no effect; mostly tested at two doses, the higher about 12 µM
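Agonist mode: compounds and dopamine controls were applied to plated cells for 90 min at 37 degrees C after an overnight attachment at 1500 cells/well. Luminescent read-out followed 30 - 60 minutes at room temperature with DiscoveRx detection reagent.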
aSyn rescue – alpha-synuclein toxicity inhibition in yeast | 370,000 compounds, 0.14% hits | Potency, µM (top dose mostly 46.1 µM), inactives show at the top dose growth rescue (activation), usual class: activators | Yeast expressing alpha-synuclein, growth rescue, BacTiter-Glo, 24 h; further: potency means the concentration at half of the fitted maximal effect; % of control where 0% means no effect; nearly all actives have a fitted effect of over 65% in size
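Galactose-induced alpha-syn yeast (OD600=0.02, raffinose-pregrown) + pinned cpd, 24 hr, 30 deg C; growth by BacTiter-Glo luminescence. Growth restoration scores as activation.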
EPAC2 antag – antagonists of human EPAC2. Potency, µM (highest dose often 114 µM), for inactives: at the top dose activity, negative = inhibition, most hits filed as inhibitors. AID 720708. 360,000 compounds, 0.18% hits. EPAC2 GEF exchange of Rap1B-BODIPY-GDP, fluorescence; further: potency means the concentration at half of the fitted maximal effect; on the % scale 0 is the no-effect control and ±100 the full control effect; nearly all actives have a fitted effect of over 45% in size; many of its hits are not listed in these tables
Target sequence (Q8WZA2 whole entry, looked up): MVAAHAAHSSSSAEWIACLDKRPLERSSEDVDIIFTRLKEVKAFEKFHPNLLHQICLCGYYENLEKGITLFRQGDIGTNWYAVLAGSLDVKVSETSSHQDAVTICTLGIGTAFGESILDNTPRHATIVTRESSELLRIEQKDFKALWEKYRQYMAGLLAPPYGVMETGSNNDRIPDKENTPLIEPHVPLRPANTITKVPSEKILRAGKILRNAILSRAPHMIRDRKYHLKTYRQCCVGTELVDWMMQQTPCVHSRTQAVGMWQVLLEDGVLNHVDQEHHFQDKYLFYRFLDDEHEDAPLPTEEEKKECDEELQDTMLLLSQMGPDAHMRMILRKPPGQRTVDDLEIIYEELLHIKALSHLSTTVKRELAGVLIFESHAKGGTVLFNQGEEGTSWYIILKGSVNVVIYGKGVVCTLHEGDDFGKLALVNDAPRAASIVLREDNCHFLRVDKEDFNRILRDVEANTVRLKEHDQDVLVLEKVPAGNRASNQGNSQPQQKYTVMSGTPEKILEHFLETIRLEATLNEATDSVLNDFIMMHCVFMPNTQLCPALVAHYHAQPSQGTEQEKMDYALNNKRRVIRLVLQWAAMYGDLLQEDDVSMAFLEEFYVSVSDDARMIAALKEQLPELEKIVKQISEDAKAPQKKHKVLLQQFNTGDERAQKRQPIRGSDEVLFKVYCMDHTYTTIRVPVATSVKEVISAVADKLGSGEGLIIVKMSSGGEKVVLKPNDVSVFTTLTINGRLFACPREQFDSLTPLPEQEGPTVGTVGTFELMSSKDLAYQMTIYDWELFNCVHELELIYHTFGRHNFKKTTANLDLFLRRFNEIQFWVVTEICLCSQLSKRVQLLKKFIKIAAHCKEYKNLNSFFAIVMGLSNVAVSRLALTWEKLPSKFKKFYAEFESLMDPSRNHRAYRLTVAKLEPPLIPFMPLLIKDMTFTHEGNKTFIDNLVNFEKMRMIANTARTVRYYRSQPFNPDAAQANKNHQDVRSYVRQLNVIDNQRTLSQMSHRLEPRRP
DRD3 antagonist – D3 dopamine receptor (human) antagonism | 360,000 compounds, 2.5% hits | max response, negative = inhibition, % | D3R cells, DiscoveRx beta-arrestin luminescence, antagonist mode; hits give low values; in the data active means max response below about -50%; inconclusive means no clear call, values can overlap the other calls; further: on the % scale 0 is the no-effect control and ±100 the full control effect; mostly tested at two doses, the higher about 12 µM
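Cells expressing the human receptor were seeded at 1500 cells/well, incubated overnight at 37 degrees C in 5% CO2, then exposed to library compounds with dopamine controls for 90 minutes at 37 degrees C before luminescent detection.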
EPAC2 ag – EPAC2 (human) agonism; Q8WZA2; EPAC2 activation, biochemical qHTS; response scale: 100% = 6.5 mM cAMP response; Potency, µM (top dose mostly 154 µM), without a hit: at the highest dose activation, actives largely listed as activators; 360,000 compounds, 0.079% hits; AID 720711; further: potency means the concentration at half of the fitted maximal effect; nearly all actives have a fitted effect of over 50% in size
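qHTS, titration series. 100 nM EPAC2 / 250 nM Rap1B-BODIPY-GDP / 50 uM GDP; RT; ex 480/em 540 nm, 5-min reads to 30 min. Norm. to 6.5 mM cAMP = activation.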
Abeta rescue – restores growth of yeast expressing A-beta42 peptide. yeast expressing A-beta42, growth rescue, OD600, 48 h; response scale: 0% DMSO, 100% iron-clioquinol control. Potency, µM (highest dose often 46.1 µM), inactives show at the top dose growth rescue, most hits filed as activators. 410,000 compounds, 0.063% hits; further: potency means the concentration at half of the fitted maximal effect; nearly all actives have a fitted effect of over 55% in size
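Yeast growth medium received pinned compounds, then yeast cells expressing toxic A-beta were added; plates incubated at 30 C for 48 hr. Growth read as absorbance at 600 nm, normalized to DMSO and equimolar FeCl3 plus clioquinol controls.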
TDP-43 yeast inh – inhibitors of TDP-43 toxicity in yeast | AID 652104 | 410,000 compounds, 1.8% hits | TDP-43 expressing yeast growth rescue, BacTiter-Glo, 24 h | Potency, µM (titrated, usually from 46.1 µM), without a hit: at the top dose growth rescue (activation), most hits filed as activators; further: potency means the concentration at half of the fitted maximal effect; % of control where 0% means no effect; nearly all actives have a fitted effect of over 50% in size
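Growth rescue of TDP-43-toxic yeast measured as ATP luminescence (BacTiter-Glo). Cells grown to mid-log in raffinose, induced in galactose at OD600=0.02, exposed to compound 24 hr at 30 deg C.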
FUS suppressor – rescues growth of FUS-expressing yeast; Potency, µM (series often up to 76.6 µM), for inactives: top-dose growth rescue (activation), hits mostly activators; AID 1347120; 390,000 compounds, 0.24% hits; S. cerevisiae FUS-expressing, growth rescue, OD600, 24 h;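 further: potency means the concentration at half of the fitted maximal effect; plate controls were DMSO vehicle for no effect and reference control for full effect; nearly all actives have a fitted effect of over 55% in size; some results filed as inactive show a strong effect at the top dose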
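Toxicity suppression screen in FUS-yeast. Cells induced with 2% galactose, starting OD 0.005, treated 24hr at 30C with compounds at multiple final concentrations; growth by OD600.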
* = called active by the depositor; ? = inconclusive; . = not tested or not shown; & = joins results of further samples; [ ] = another dose, or the depositor's remark. Unless noted, the call rests on the fitted dose curve; in most records, active means well fitted curve in the direction sought with a large enough effect; inconclusive means small, poorly fitted or top-dose-only effect, or another doubt; inactive means no such curve, though single readings can be large; an effect the other way counts as inactive or inconclusive. Some of the compounds tested (hit frequency here may not be typical).

SMILES | DRD3 agonist | aSyn rescue | EPAC2 antag | DRD3 antagonist | EPAC2 ag | Abeta rescue | TDP-43 yeast inh | FUS suppressor
O=C(NCCc1ccccc1)C(=O)NCC(c1cccnc1)N1CCN(c2ccccc2F)CC1 (stereo unspecified) | 6 | . | . | . | . | 3% | 13% | 16%
Cc1ccc(C)c(NC(=S)NCCc2ccc(S(N)(=O)=O)cc2)c1 | -1 | 1% | 8% | -16 | -1% | -4% | 10% | 14%
Cc1nc(CCNC(=O)COc2ccccc2)cs1 | 1 | -5% | 2% | -6 | 6% | -11% | 2% | -30%
COc1ccc(NC(=O)CN(C)S(=O)(=O)c2ccc(Cl)cc2)cc1Cl | -2 | -1% | -4% | -3 | 16% | -12% | -4% | 7%
N/C(COc1ccc(Cl)cc1Cl)=N\O | 13 | 8% | -8% | 11 | 3% | 5% | 10% | 2%
CCOn1c(=O)c(C)[n+]([O-])c2ccccc21 | 5 | -7% | 13% | ? | 12% | -12% | -4% | -3%
O=C(COC(=O)c1c[nH]c2ccccc12)Nc1ccc([N+](=O)[O-])cc1 | 4 | 0% | 3% | -4 | -2% | 8% | 19% | .
COc1ccc(-c2cc(C(C)=O)c(C)n2CCC(=O)Nc2ccc(C)c(Cl)c2)cc1 | 1 | . | . | . | . | -6% | 12% | 26%
COc1cccc(NC(=O)Cn2cc(C(=O)C3CC3)c3ccccc32)c1 | 0 | 3% | 3% | 11 | -1% | 8% | 9% | 6%
CCn1c(SCC(=O)N(C)C)nc2cc(S(=O)(=O)N3CCOCC3)ccc21 | 3 | -6% | 8% | 3 | 15% | 21% | 15% | 2%
COCCCn1c(=S)[nH]c2ccc(N3CCOCC3)cc2c1=O | -1 | 11% | 6% | -19 | -4% | -2% | 7% | -2%
O=C(/C=C/c1ccc(Cl)cc1)Nc1nccs1 | -1 | 0% | ? | 1 | 3% | -11% | 12% | -30%
Cn1nc(C(=O)N2CCN(c3ccc(Cl)cc3)CC2)c2c1-c1ccccc1S(=O)(=O)C2 | 1&8 | 0% | ? | 14 | -3% | 10%&10% | ? | ?
Cc1cc(=O)oc2cc(OCC(O)CN3CCN(c4ccc(F)cc4)CC3)ccc12 (stereo unspecified) | 3 | -3% | 4% | ? | 6% | -1% | -23% | -13%
O=C(CCc1ccc(O)c(O)c1)NNC(=S)Nc1ccc(Br)cc1Cl | 37* | -10% | -20% | ? | 13% | 3% | -20% | 32%
O=C(O)COn1c(-c2ccc(Cl)cc2)nc2ccc(Cl)cc21 | 2 | 0% | -14% | 2 | 0% | -19% | -10% | -3%
CC1CCN(CC(=O)Nc2ccc(S(=O)(=O)N3CCCCC3)cc2)CC1 | -15 | -1% | 3% | -10 | 13% | 13% | 11% | -23%
CCOc1ccc(CO/N=C/c2c(C)[nH]c(=O)[nH]c2=O)cc1 | 13 | 3% | -5% | 18 | 3% | 20% | ? | -17%
CCN1C(=O)/C(=C2/C(=O)N3c4c(cc(OC(C)=O)cc42)C(C)=CC3(C)C)SC1=S | 6 | ? | -12% | 8 | -10% | 7% | -3% | 15%
COCCNCCCCSc1ccc(Cl)cc1 | -1 | -4% | 1% | -59* | 17% | -11% | -3% | -28%
COc1ccc(C(=O)N(CC2CCCO2)C(C(=O)NC2CCCC2)c2ccc(C)cc2)cc1OC (stereo unspecified) | -3 | . | 8% | -2 | -4% | 10% | -8% | 21%
COc1ccc(C2NC(c3ccc(OC)cc3)C(c3ccccc3)C(=O)C2c2ccccc2)cc1 (stereo unspecified) | 5 | 9% | -9% | ? | 12% | 16% | 15% | 27%
Cc1nnc(NCc2cccc(Cl)c2)c2ccccc12 | -7 | 0% | -14% | -2 | 4% | 10% | 0% | 3%
N/C(=N\OC(=O)c1ccc(Cl)cc1Cl)c1ccccn1 | 1 | -19% | -7% | -10 | 15% | -16% | ? | 7%
CN1C(C(=O)NCCc2cccs2)CC2Cn3c(nc4cc(Cl)c(Cl)cc43)C21 (stereo unspecified) | 27 | 6% | -11% | 0 | 6% | 8% | 16% | -12%
SMILES | DRD3 agonist | aSyn rescue | EPAC2 antag | DRD3 antagonist | EPAC2 ag | Abeta rescue | TDP-43 yeast inh | FUS suppressor
Cc1cc2ncn(CS(C)(=O)=O)c2cc1C | 2 | 1% | 1% | 16 | 4% | -5% | 21% | 3%
COCCn1nnnc1C(c1ccc2ncccc2c1)N1CCN(c2ccccc2F)CC1 (stereo unspecified) | -11 | 4% | 3% | ? | 0% | -21% | -24% | 28%
O=C(NNS(=O)(=O)c1ccc(F)cc1)c1ccc(O)cc1 | 0 | 1% | 4% | 13 | 2% | 7% | 11% | -31%
COc1cc(OC)c(NC(=O)N2CCC(CN3CCOCC3)CC2)cc1Cl | -21 | . | . | . | . | -20% | -6% | -8%
C[C@@H](CSc1ccc(Br)cc1)CN1CC[C@H](NC(=O)OCc2ccccc2)CCC1=O | 18 | ? | 6% | 12 | 9% | 23% | 0% | ?
CC(C)C[C@H]1CNC(=S)N1CC1CCCN1C[C@H](Cc1ccc(O)cc1)N1C[C@H](Cc2ccccc2)N(CC2CCCCCC2)C1=S (stereo partly specified) | -6 | -30% | 5% | -16 | 2% | 2% | 0% | ?
C[C@@H]1CCC[C@@]2(O[C@@H](CCO)C[C@@H](O)[C@@H]2O)O1 | 4 | -1% | -10% | -17 | 18% | -10% | -16% | -10%
O=C(Cn1cccc1C(=O)c1ccccc1)NCc1cccc(Cl)c1 | 0 | 0% | 0% | 0 | -8% | -5% | 0% | ?
O=[N+]([O-])c1cccc(/C=C/c2nc(C=Nc3ccccc3)c(O)o2)c1 | 31* | -5% | 1% | 31 | 3% | -2% | -20% | 24%
CCOc1ccc(C(=O)c2cn(Cc3ccccc3OC)c3ccc(F)cc3c2=O)cc1 | 9 | . | . | . | . | -5% | 18% | -8%
CCOC(=O)c1sc(NC(=O)CCCn2nc([N+](=O)[O-])cc2C)c(C(=O)OCC)c1C | -7 | 6% | 2% | -14 | 3% | 11% | 10% | 26%
O=C(c1ccccc1)c1ccc(O)cc1O | 2 | 0% | 96%[activator] | 5 | 100µM* | 13% | ? | -7%
O=C(c1ccccc1S(=O)(=O)NCc1ccccc1)N1CCCCC1 | 0 | -1% | 6% | 9 | 6% | 7% | 30% | -4%
CCOc1cccc(OCCOc2ccccc2[N+](=O)[O-])c1 | -6 | 6% | -3% | -22 | 22% | 2% | ? | -6%
CCc1nn(C(CC)C(=O)NCCCN2CC(C)CC(C)C2)c(=O)c2cc3oc(C)cc3n12 (stereo unspecified) | -22 | 8% | -3% | -57* | 0% | 6% | -4% | -5%
CC(C)(C)C(=O)c1c(N)[nH]c(C(=O)c2ccccc2)c1-c1ccccc1Br | -5 | -7% | 2% | -13 | 5% | -9% | 22% | 1%
COc1ccc(C2CC(=O)Nc3c2c(=O)n(C)c2nc4ccccc4n32)cc1 (stereo unspecified) | 4 | -1% | . | . | . | -7% | 0% | -5%
COCc1cc(C)nc(N2CCCCC2)c1C#N | -3 | 5% | -3% | 16 | -3% | -9% | -11% | 0%
O=C(COc1ccc(Cl)cc1Cl)NN=C1c2ccccc2-c2ccccc21 | 1 | 1% | 1% | 12 | -6% | 12% | 17% | .
CC(=O)Nc1cccc(OCc2cccc([N+](=O)[O-])c2)c1 | 1 | 0% | 13% | 4 | 1% | -2% | 0% | .
Cc1ccc(C)c(N2CCN(CCCNC(=O)c3ccc4nc(C(C)C)oc4c3)CC2)c1 | -8 | . | . | . | . | 2% | 16% | 14%
COc1ccc(Cc2nnc(SCC(=O)Nc3c(C)cccc3C)[nH]c2=O)cc1 | 1 | 1% | -6% | -4 | 0% | 9% | 17% | 3%
O=C1CCN(Cc2cccnc2)CCN1[C@H](CO)c1ccccc1 | 6 | 2% | -5% | 0 | 7% | 9% | 8% | -27%
O=C(NCC(c1cccs1)N1CCOCC1)c1cc([N+](=O)[O-])cc([N+](=O)[O-])c1 (stereo unspecified) | 1 | -1% | -13% | -7 | 8% | 2% | -7% | .
COc1ccc(OCC(=O)Nc2ccc(Cl)cc2)cc1 | 7 | 5% | -1% | 8 | 4% | -3% | 4% | -13%

Of the compounds above, these contain a thiophene ring, fused or not:
SMILES | DRD3 agonist | aSyn rescue | EPAC2 antag | DRD3 antagonist | EPAC2 ag | Abeta rescue | TDP-43 yeast inh | FUS suppressor
CN1C(C(=O)NCCc2cccs2)CC2Cn3c(nc4cc(Cl)c(Cl)cc43)C21 (stereo unspecified) | 27 | 6% | -11% | 0 | 6% | 8% | 16% | -12%
CCOC(=O)c1sc(NC(=O)CCCn2nc([N+](=O)[O-])cc2C)c(C(=O)OCC)c1C | -7 | 6% | 2% | -14 | 3% | 11% | 10% | 26%
O=C(NCC(c1cccs1)N1CCOCC1)c1cc([N+](=O)[O-])cc([N+](=O)[O-])c1 (stereo unspecified) | 1 | -1% | -13% | -7 | 8% | 2% | -7% | .

Next part.
SMILES | DRD3 agonist | aSyn rescue | EPAC2 antag | DRD3 antagonist | EPAC2 ag | Abeta rescue | TDP-43 yeast inh | FUS suppressor
COC(=O)CCc1nc2ccccc2[nH]c1=O | 16 | 10% | 10% | -20 | -9% | -1% | -14% | 8%
CC(=O)Nc1ccc(NC(=O)Cc2ccc(S(=O)(=O)N3CCCCC3)cc2)cc1 | -5 | -1% | 9% | 25 | 1% | -12% | -15% | 23%
O=C1CSC(c2ccccn2)N1c1ccccc1F (stereo unspecified) | -7 | 7% | -1% | 7 | 7% | 0% | -5% | 21%
O=C(NNc1c(Cl)cc(Cl)cc1Cl)c1n[nH]c(=O)c2ccccc12 | -8 | 1% | 16% | -7 | 1% | -1% | -3% | -15%
COC(=O)c1cccc(NC(=O)/C=C/c2ccc([N+](=O)[O-])cc2)c1 | 4 | -3% | 9% | 1 | -2% | -1% | 14% | 10%
COc1ccc(NS(=O)(=O)c2cc(NC(=O)/C=C/c3cccs3)ccc2N2CCOCC2)cc1 | -5 | -10% | -1% | 1 | -4% | 22% | 13% | 0%
CCCCNC(=O)COC(=O)c1cc2c(C)nn(-c3ccccc3)c2s1 | -8 | -3% | 1% | 36 | 2% | -2% | -15% | 34%
CCOC(=O)c1ccc(NC(=O)Nc2nc3ccccc3s2)cc1 | -1 | -2% | -12% | 12 | -6% | -11% | 14% | 12%
COc1ccc(NC2=Nc3ccccc3N3C2=Nc2c(c(C)nn2-c2ccc(C)cc2)C3c2cccnc2)cc1 (stereo unspecified) | 5 | 24% | 16% | 15 | 0% | -23% | ? | .
Cc1cccc(NC(=O)NNC(=O)c2ccc(C)c([N+](=O)[O-])c2)c1 | -28 | -3% | 13% | -12 | 6% | -10% | 12% | -10%
